T cruzi HTS – intracellular Trypanosoma cruzi inhibition; AID 651903; intracellular Trypanosoma cruzi in host cells, plate reader; hit rate 4.9% among 22,000; activity score (inhibition), % at 5.01 µM; in the data active = activity score above about 55%;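 note: parasites and compound incubated about four days before reading; 0% = median of neutral control wells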
INS-1E ATP HTS – rescue of cytokine-induced death in INS-1E beta cells; AID 488910; INS-1E cytokine-induced death, ATP luminescence, 48 h; normalised: neutral wells 0, positive control 100; hit rate 0.1% among 20,000; protection from cytokine-induced ATP loss, % at 10 µM;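 active = mean replicate protection from cytokine-induced ATP loss at least 50% and at least 75% of replicates each reaching 50%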
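assay system = INS-1E rat insulinoma cells | amount = 8000 cells per well | medium = phenol-red-free RPMI with 5% fetal bovine serum | doses = one compound concentration, pin transfer | timing = 48 h cytokine plus compound treatment, 10 min reagent incubation | also added = IL-1β, TNF-α and IFN-γ cytokine mix | signal = CellTiter-Glo luminescence measuring cellular ATP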
Active calls of the source: *; . = not tested or not shown.

SMILES	T cruzi HTS	INS-1E ATP HTS
COc1ccc(S(=O)(=O)N(C)C[C@H]2Oc3ccc(NC(=O)Nc4c(C)noc4C)cc3C(=O)N([C@@H](C)CO)C[C@@H]2C)cc1	8	2
C[C@@H]1CN([C@H](C)CO)C(=O)c2cc(NC(=O)Nc3cccc4ccccc34)ccc2O[C@@H]1CN(C)C(=O)Nc1cccc2ccccc12	-2	-4
C[C@H]1CN([C@@H](C)CO)C(=O)Cc2cc(NC(=O)Nc3cccc4ccccc34)ccc2O[C@@H]1CN(C)Cc1ccc(C(=O)Nc2ccccc2N)cc1	38	-14
C[C@@H]1CN([C@H](C)CO)C(=O)c2cc(NC(=O)Nc3ccc(C(F)(F)F)cc3)ccc2O[C@H]1CN(C)C(=O)Nc1ccccc1	4	.
C[C@@H]1CN([C@H](C)CO)C(=O)c2cccc(NC(=O)c3ccc(-c4nccs4)cc3)c2O[C@H]1CN(C)CC1CC1	16	-10
COc1ccc(S(=O)(=O)N(C)C[C@H]2Oc3c(NC(=O)c4ccncc4)cccc3C(=O)N([C@H](C)CO)C[C@@H]2C)cc1	-16	12
C[C@@H]1CN([C@H](C)CO)C(=O)CCCn2cc(nn2)CO[C@H]1CN(C)C(=O)Nc1ccc(C(C)(C)C)cc1	-13	.
C[C@H](CO)N1C[C@H](C)[C@@H](CN(C)S(=O)(=O)c2ccccc2)Oc2c(NC(=O)Nc3ccc(F)cc3)cccc2C1=O	-3	-8
C[C@H](CO)N1C[C@H](C)[C@H](CN(C)S(=O)(=O)c2ccc(F)cc2)OCc2cn(nn2)CCCC1=O	-19	.
C[C@H](CO)N1C[C@H](C)[C@H](CN(C)S(=O)(=O)c2ccc3ccccc3c2)OCc2cnnn2CCCC1=O	3	.
C[C@H](CO)N1C[C@H](C)[C@H](CN(C)Cc2ccc(-c3ccccc3)cc2)Oc2ccc(NS(=O)(=O)c3ccccc3)cc2CC1=O	9	-37
C[C@H]1CN([C@@H](C)CO)C(=O)Cc2cc(NC(=O)Nc3cccc4ccccc34)ccc2O[C@@H]1CN(C)Cc1ccncc1	-24	2
C[C@@H]1CN([C@H](C)CO)C(=O)c2cccc(NC(=O)Nc3ccccc3)c2O[C@@H]1CN(C)S(=O)(=O)c1cccs1	7	-2
C[C@H]1CN([C@@H](C)CO)C(=O)Cc2cc(NC(=O)Cc3cn(C)c4ccccc34)ccc2O[C@H]1CN(C)Cc1ccc(C(F)(F)F)cc1	75*	-52
COc1ccc(NC(=O)Nc2cccc3c2O[C@H](CN(C)C(=O)Nc2c(C)noc2C)[C@H](C)CN([C@@H](C)CO)C3=O)cc1	25	12

Reformatted: results already given.
COc1ccc(S(=O)(=O)N(C)C[C@H]2Oc3c(NC(=O)c4ccncc4)cccc3C(=O)N([C@H](C)CO)C[C@@H]2C)cc1
  T cruzi HTS: -16	INS-1E ATP HTS: 12
C[C@@H]1CN([C@H](C)CO)C(=O)CCCn2cc(nn2)CO[C@H]1CN(C)C(=O)Nc1ccc(C(C)(C)C)cc1
  T cruzi HTS: -13	INS-1E ATP HTS: .

More results follow:
SMILES	T cruzi HTS	INS-1E ATP HTS
Cc1noc(C)c1NC(=O)Nc1cccc2c1O[C@H](CN(C)Cc1ccc3c(c1)OCO3)[C@@H](C)CN([C@@H](C)CO)C2=O	0	1
C[C@H]1CN([C@@H](C)CO)C(=O)Cc2cc(NC(=O)NC3CCCCC3)ccc2O[C@H]1CN(C)Cc1ccc(C(=O)O)cc1	-35	2
C[C@@H]1CN([C@H](C)CO)C(=O)c2cc(NC(=O)C3CC3)ccc2O[C@@H]1CN(C)Cc1ccc(C(F)(F)F)cc1	-15	-6
COc1ccc(S(=O)(=O)N(C)C[C@@H]2Oc3c(NC(=O)C4CCCCC4)cccc3C(=O)N([C@@H](C)CO)C[C@@H]2C)cc1	-67	-4
C[C@H]1CN([C@@H](C)CO)C(=O)c2cc(NS(C)(=O)=O)ccc2O[C@H]1CN(C)Cc1ccc(Cl)c(Cl)c1	-9	.
C[C@H](CO)N1C[C@H](C)[C@H](CN(C)Cc2ccccc2)Oc2c(NC(=O)NC3CCCCC3)cccc2C1=O	-32	-14
C[C@H]1CN([C@@H](C)CO)C(=O)c2cccc(NS(=O)(=O)c3ccccc3)c2O[C@@H]1CN(C)C(=O)NC1CCCCC1	-12	3
C[C@H]1CN([C@@H](C)CO)C(=O)c2cc(NC(=O)C3CC3)ccc2O[C@H]1CN(C)Cc1ccc(Oc2ccccc2)cc1	0	.
C[C@H](CO)N1C[C@H](C)[C@H](CN(C)C)Oc2c(NS(=O)(=O)c3cccs3)cccc2C1=O	15	1
C[C@@H]1CN([C@H](C)CO)C(=O)c2cc(NS(=O)(=O)c3cccs3)ccc2O[C@@H]1CN(C)CC1CC1	6	-1
CC(C)NC(=O)Nc1ccc2c(c1)CC(=O)N([C@@H](C)CO)C[C@H](C)[C@H](CN(C)C(=O)Nc1ccc(F)cc1)O2	-22	-3
C[C@@H]1CN([C@@H](C)CO)C(=O)CCCn2nncc2CO[C@H]1CN(C)Cc1ccc(C(F)(F)F)cc1	19	-18
COc1ccc(S(=O)(=O)Nc2cccc3c2O[C@H](CN(C)Cc2ccc4c(c2)OCO4)[C@@H](C)CN([C@H](C)CO)C3=O)cc1	3	1
CNC[C@@H]1Oc2c(NC(=O)Nc3ccccc3)cccc2C(=O)N([C@H](C)CO)C[C@@H]1C	-15	2
Cc1noc(C)c1NC(=O)N(C)C[C@@H]1OCCCC[C@@H](C)Oc2ccc(NS(=O)(=O)c3cccs3)cc2C(=O)N([C@H](C)CO)C[C@@H]1C	-12	8
COc1ccc(S(=O)(=O)N(C)C[C@H]2Oc3ccc(NC(=O)CCC(F)(F)F)cc3CC(=O)N([C@@H](C)CO)C[C@H]2C)cc1	-4	0
Cc1ccc(S(=O)(=O)N(C)C[C@H]2Oc3ccc(N(C)C)cc3C(=O)N([C@H](C)CO)C[C@@H]2C)cc1	3	5
Cc1noc(C)c1S(=O)(=O)N(C)C[C@H]1Oc2ccc(N(C)C)cc2CC(=O)N([C@@H](C)CO)C[C@@H]1C	.	9
COc1ccc(CN(C)C[C@H]2Oc3c(NC(=O)Nc4c(C)noc4C)cccc3C(=O)N([C@@H](C)CO)C[C@@H]2C)cc1	5	-2
C[C@@H]1CCCCO[C@@H](CN(C)C(=O)Nc2ccc3c(c2)OCO3)[C@@H](C)CN([C@H](C)CO)C(=O)c2cc(NC(=O)NC3CCCCC3)ccc2O1	5	9
C[C@H](CO)N1C[C@H](C)[C@H](CN(C)Cc2ccncc2)Oc2ccc(NS(C)(=O)=O)cc2C1=O	1	.
C[C@@H]1CN([C@H](C)CO)C(=O)c2cccc(NS(=O)(=O)c3cn(C)cn3)c2O[C@H]1CN(C)C(=O)NC1CCCCC1	-6	4
C[C@@H]1CN([C@@H](C)CO)C(=O)Cc2cc(NC(=O)Nc3ccc(F)cc3)ccc2O[C@@H]1CN(C)C	-12	11
Cc1noc(C)c1S(=O)(=O)N(C)C[C@H]1Oc2c(cccc2N(C)C)C(=O)N([C@H](C)CO)C[C@@H]1C	-1	5
CC(C)NC(=O)N(C)C[C@H]1Oc2ccc(NS(=O)(=O)c3ccc(F)cc3)cc2C(=O)N([C@@H](C)CO)C[C@H]1C	0	.
C[C@@H]1CN([C@H](C)CO)C(=O)Cc2cc(NS(=O)(=O)c3cccs3)ccc2O[C@@H]1CN(C)Cc1ccc(Cl)c(Cl)c1	41	2
Cc1noc(C)c1S(=O)(=O)N(C)C[C@H]1Oc2ccc(NC(=O)NC(C)C)cc2CC(=O)N([C@H](C)CO)C[C@H]1C	-20	8
CC(C)NC(=O)N(C)C[C@@H]1Oc2ccc(NC(=O)Nc3cccc4ccccc34)cc2C(=O)N([C@H](C)CO)C[C@H]1C	-7	3
C[C@@H]1CCCCO[C@@H](CN(C)S(=O)(=O)c2ccccc2)[C@@H](C)CN([C@H](C)CO)C(=O)c2cc(NS(=O)(=O)c3ccc(Cl)cc3)ccc2O1	24	-5
C[C@H](CO)N1C[C@H](C)[C@H](CN(C)Cc2ccc(C(F)(F)F)cc2)Oc2ccc(NS(=O)(=O)c3cn(C)cn3)cc2C1=O	4	-11

Copied from the list:
INS-1E ATP HTS, C[C@@H]1CN([C@@H](C)CO)C(=O)CCCn2nncc2CO[C@H]1CN(C)Cc1ccc(C(F)(F)F)cc1 = -18
INS-1E ATP HTS, CC(C)NC(=O)Nc1ccc2c(c1)CC(=O)N([C@@H](C)CO)C[C@H](C)[C@H](CN(C)C(=O)Nc1ccc(F)cc1)O2 = -3
T cruzi HTS, COc1ccc(NC(=O)Nc2cccc3c2O[C@H](CN(C)C(=O)Nc2c(C)noc2C)[C@H](C)CN([C@@H](C)CO)C3=O)cc1 = 25
T cruzi HTS, Cc1noc(C)c1NC(=O)N(C)C[C@@H]1OCCCC[C@@H](C)Oc2ccc(NS(=O)(=O)c3cccs3)cc2C(=O)N([C@H](C)CO)C[C@@H]1C = -12
INS-1E ATP HTS, C[C@@H]1CN([C@H](C)CO)C(=O)c2cccc(NS(=O)(=O)c3cn(C)cn3)c2O[C@H]1CN(C)C(=O)NC1CCCCC1 = 4

Remaining list, next part:
SMILES	T cruzi HTS	INS-1E ATP HTS
C[C@@H]1CN([C@@H](C)CO)C(=O)CCCn2cc(nn2)CO[C@H]1CN(C)S(=O)(=O)c1ccc(C#N)cc1	-29	.
C[C@H](CO)N1C[C@H](C)[C@H](CN(C)Cc2ccncc2)Oc2ccc(NS(=O)(=O)c3ccccc3)cc2C1=O	-10	-7
O=C(NO)c1cccc(C(=O)N/N=C/c2cc(Br)ccc2O)c1	-4	-17
C[C@@H]1CN([C@H](C)CO)C(=O)Cc2cc(NC(=O)Nc3ccc(F)cc3)ccc2O[C@H]1CN(C)Cc1ccc(Cl)c(Cl)c1	62*	-51
Cc1cc(C(=O)Nc2cccc3c2O[C@@H](CN(C)S(=O)(=O)c2ccc(Cl)cc2)[C@@H](C)CN([C@@H](C)CO)C3=O)n(C)n1	-38	6
C[C@H]1CN([C@@H](C)CO)C(=O)Cc2cc(NC(=O)Nc3ccc(F)cc3)ccc2O[C@H]1CN(C)CC1CCCCC1	-5	-3
COc1ccc(CN(C)C[C@H]2Oc3c(NC(=O)C4CCCCC4)cccc3C(=O)N([C@@H](C)CO)C[C@@H]2C)cc1	-8	-3
Cc1ccc(S(=O)(=O)N(C)C[C@H]2Oc3c(NC(=O)c4nc5ccccc5s4)cccc3C(=O)N([C@H](C)CO)C[C@H]2C)cc1	16	4
C[C@@H]1CN([C@@H](C)CO)C(=O)c2cccc(NS(=O)(=O)c3cn(C)cn3)c2O[C@H]1CN(C)S(=O)(=O)c1ccc(Cl)cc1	-12	-3
C[C@@H]1CN([C@@H](C)CO)C(=O)c2cccc(NC(=O)Nc3ccccc3)c2O[C@@H]1CN(C)Cc1ccc(C(=O)O)cc1	-18	7
C[C@@H]1CN([C@H](C)CO)C(=O)Cc2cc(NC(=O)Cn3cnnn3)ccc2O[C@@H]1CN(C)Cc1ccc2c(c1)OCO2	-17	-2
C[C@H]1CN([C@@H](C)CO)C(=O)CCCn2nncc2CO[C@@H]1CN(C)S(=O)(=O)c1cccc(C#N)c1	-6	.
COc1ccc(S(=O)(=O)N(C)C[C@@H]2Oc3c(NC(=O)C4CCOCC4)cccc3C(=O)N([C@H](C)CO)C[C@@H]2C)cc1	-12	4
C[C@@H]1CN([C@@H](C)CO)C(=O)c2cccc(NC(=O)NC3CCCCC3)c2O[C@@H]1CN(C)S(=O)(=O)c1ccccc1	-5	3
CNC[C@@H]1Oc2ccc(N(C)C)cc2C(=O)N([C@H](C)CO)C[C@@H]1C	-3	4
C[C@@H]1CN([C@@H](C)CO)C(=O)c2cc(NC(=O)Cc3ccccc3)ccc2O[C@@H]1CN(C)C(=O)Nc1ccc(C(F)(F)F)cc1	-2	-12
C[C@H]1CN([C@@H](C)CO)C(=O)c2cc(NC(=O)c3ccncc3)ccc2O[C@@H]1CN(C)C(=O)Nc1ccc(C(F)(F)F)cc1	-11	-2
C[C@@H]1CN([C@H](C)CO)C(=O)c2cccc(NS(C)(=O)=O)c2O[C@H]1CN(C)C(=O)Nc1cccc2ccccc12	-7	15
C[C@H]1CN([C@@H](C)CO)C(=O)c2cc(NC(=O)CCC(F)(F)F)ccc2O[C@@H]1CN(C)Cc1ccc(Oc2ccccc2)cc1	11	.
Cc1noc(C)c1NC(=O)N(C)C[C@@H]1Oc2ccc(NC(=O)C3CC3)cc2CC(=O)N([C@H](C)CO)C[C@H]1C	-18	-4
Cc1noc(C)c1S(=O)(=O)Nc1ccc2c(c1)C(=O)N([C@@H](C)CO)C[C@H](C)[C@@H](CN(C)C(=O)Nc1ccc3c(c1)OCO3)O2	4	1
COc1ccc(NC(=O)N(C)C[C@H]2OCc3cnnn3CCCC(=O)N([C@@H](C)CO)C[C@@H]2C)cc1	-12	.
Cc1noc(C)c1S(=O)(=O)N(C)C[C@@H]1Oc2ccc(NC(=O)Nc3cccc4ccccc34)cc2CC(=O)N([C@@H](C)CO)C[C@@H]1C	7	0
Cc1noc(C)c1S(=O)(=O)Nc1ccc2c(c1)CC(=O)N([C@H](C)CO)C[C@H](C)[C@H](CN(C)S(=O)(=O)c1ccc(F)cc1)O2	11	-2
C[C@H]1CN([C@@H](C)CO)C(=O)c2cc(N(C)C)ccc2O[C@H]1CN(C)Cc1ccc(-c2ccccc2)cc1	35	-2
COc1ccc(NC(=O)N(C)C[C@H]2Oc3ccc(NC(=O)Nc4cccc5ccccc45)cc3CC(=O)N([C@@H](C)CO)C[C@H]2C)cc1	-17	3
C[C@@H]1CN([C@@H](C)CO)C(=O)c2cccc(NC(=O)c3nc4ccccc4s3)c2O[C@H]1CN(C)Cc1ccc(C(=O)Nc2ccccc2N)cc1	70*	19

Compound activity: PubChem BioAssay, Broad Institute
